MEKK2 mut-MEK5 = MEK5 binding signal on mutant MEKK2 PB1, primary screen, biochemical, multiplex bead flow cytometry, Alexa488-MEK5. Alexa488-MEK5 binding to MEKK2 mutant. percent response, % at 10 µM. actives 0.35% (n = 290,000); in the data active = percent response above about 24%, passing the limit was not always enough; note: inactives centre near 1; some results filed as inactive read as strong as hits
OXTR potentiator = human OXTR potentiators, primary screen, fluorescence, CHO-OTR cells, Fluo-8 calcium; Oxytocin receptor (Homo sapiens), P30559; Fluo-8 calcium fluorescence, potentiator mode; 0% = oxytocin EC15, 100% = EC100; activation, % at 3 µM; actives 0.061% (n = 320,000);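 active = activation above that plate's cutoff, the mean activation of tested compounds plus 3 SD, cut at about 6.6% in these data, passing the limit was not always enough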;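 note: 100% uses oxytocin at 75 nM as the full agonist control; some results filed as inactive read as strong as hits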
Target sequence (P30559 whole entry, looked up): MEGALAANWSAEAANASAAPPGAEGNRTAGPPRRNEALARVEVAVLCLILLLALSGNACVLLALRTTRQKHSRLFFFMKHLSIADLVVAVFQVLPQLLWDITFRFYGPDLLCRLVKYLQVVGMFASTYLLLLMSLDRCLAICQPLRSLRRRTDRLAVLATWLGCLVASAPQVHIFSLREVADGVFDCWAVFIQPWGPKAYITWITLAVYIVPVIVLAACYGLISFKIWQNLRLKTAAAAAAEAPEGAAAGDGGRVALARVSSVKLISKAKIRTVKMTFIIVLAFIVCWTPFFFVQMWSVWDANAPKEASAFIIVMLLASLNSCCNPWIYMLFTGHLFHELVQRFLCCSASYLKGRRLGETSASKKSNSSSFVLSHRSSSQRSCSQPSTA
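System: human OTR in CHO cells / Also added: sub-maximal oxytocin, roughly EC15 / Control set: EC15 oxytocin low, 75 nM oxytocin high / Schedule: 6 min compound pre-incubation at room temperature, 100 s kinetic read / Compound: single-point 3.0 µM / Replication: singlicate / Technique: Fluo-8 calcium dye fluorescence / Read-out basis: % activation of max/min ratio relative to oxytocin controls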
MEKK2wt PB1 HTS = modulators of MEK5 binding to wildtype MEKK2, primary screen, biochemical, multiplex bead flow cytometry, Alexa488-MEK5; Alexa488-MEK5 binding to MEKK2 WT; actives lie on both sides; actives 1.1% (n = 290,000); binding response (% of control), % at 10 µM; Mitogen-activated protein kinase kinase kinase 2 (Homo sapiens), Q9Y2U5; in the data active = binding response below about 67% or above about 130%
M18AAP inhibitor = PfM18AAP inhibitors, malaria aminopeptidase, primary screen, biochemical, QFRET, recombinant enzyme; actives 1.2% (n = 290,000); M18 aspartyl aminopeptidase (Plasmodium falciparum 3D7); AID 1822, 2009; H-Glu-NHMec fluorogenic cleavage; inhibition, % at 7.35 µM;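 active = inhibition above the campaign mean inhibition over all tested compounds plus 3 SD, cut at about 28% in these data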;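 note: 0% = plate median of test compound wells and 100% = 2 mM ZnCl2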
GalR3 antag = GalR3 antagonists in HEK293 cells, primary screen, cell-based, fluorescence readout | Galanin receptor type 3 (Homo sapiens), O60755 | HEK293 GalR3-CNG cAMP membrane potential fluorescence; galR3 body fused to GalR1 C-terminus | inhibition, % at 3 µM | actives 0.44% (n = 360,000) | AID 651719, 2012;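 active = inhibition above the screen-wide average plus 3 SD, cut at about 13% in these data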;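 note: forskolin and galanin both at EC90 stimulate the cells; cAMP rise reported by CNG channel membrane potential dye signal; 0% = forskolin plus galanin with DMSO and 100% = forskolin alone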
Target sequence (O60755 1-299 limits assumed): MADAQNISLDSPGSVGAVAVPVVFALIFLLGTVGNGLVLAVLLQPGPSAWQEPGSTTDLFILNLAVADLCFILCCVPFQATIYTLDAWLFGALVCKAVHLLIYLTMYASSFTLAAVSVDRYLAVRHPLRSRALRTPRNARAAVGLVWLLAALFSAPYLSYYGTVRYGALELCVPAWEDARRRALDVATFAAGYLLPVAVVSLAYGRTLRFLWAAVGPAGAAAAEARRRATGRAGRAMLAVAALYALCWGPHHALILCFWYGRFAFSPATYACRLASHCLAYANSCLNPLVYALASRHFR
GPR7 antagonist = GPR7 receptor antagonists, primary screen, cell-based, fluorescence, single concentration; Neuropeptides B/W receptor type 1 (Homo sapiens), P48145; GPR7-expressing cells, fluorescence antagonist assay; inhibition, % at 4.4 µM; actives 1.1% (n = 290,000); AID 1861, 2009; in the data active = inhibition above about 16%, passing the limit was not always enough;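 note: cells stimulated with the agonist NPW; 0% = agonist with vehicle and 100% = vehicle without agonist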
Target sequence (P48145 whole entry, looked up): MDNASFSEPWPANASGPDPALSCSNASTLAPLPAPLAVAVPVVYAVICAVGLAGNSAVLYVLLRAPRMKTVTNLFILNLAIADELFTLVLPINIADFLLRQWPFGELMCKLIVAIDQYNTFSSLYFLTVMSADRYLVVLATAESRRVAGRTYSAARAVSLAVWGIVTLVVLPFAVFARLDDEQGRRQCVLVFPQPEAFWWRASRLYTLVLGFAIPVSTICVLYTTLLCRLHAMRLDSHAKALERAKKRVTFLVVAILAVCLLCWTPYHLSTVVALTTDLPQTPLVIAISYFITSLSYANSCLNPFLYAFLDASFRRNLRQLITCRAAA
NALP1 yeast inh = NALP1 inflammasome inhibitors in reconstituted yeast, colorimetric, S. cerevisiae, triplicate retest. S. cerevisiae NALP1/ASC/caspase-1 growth, X-gal OD620, 72 h. inhibition, % at 10 µM. actives 0.61% (n = 280,000); in the data active = inhibition mostly above about 24%, no sharp cut-off; inactive = mostly below about 32%; note: some compounds called inactive have numbers as strong as hits
V1aR counter = agonists of human V1a receptor, primary screen, counter-screen for OXTR agonist project, fluorescence, CHO-V1R cells; Vasopressin V1a receptor (Homo sapiens), P37288; Fluo-8 calcium fluorescence, agonist mode; 0% DMSO, 100% 3 nM vasopressin; activation, % at 3 µM; actives 0.25% (n = 320,000);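 active = activation above the mean activation of all tested compounds plus 3 SD, per screening run, cut at about 20% in these data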;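 note: signal is peak over basal fluorescence ratio across a 100 second FLIPR read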
OXTR ag = human OXTR agonists, primary screen, fluorescence, CHO-OTR cells, Fluo-8 calcium | Oxytocin receptor (Homo sapiens), P30559 | activation, % at 3 µM | actives 0.32% (n = 320,000) | Fluo-8 calcium fluorescence; normalized: DMSO 0%, oxytocin 100%;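 active = activation above the mean of all tested compounds plus 3 SD, cutoff set per screening run, cut at about 20% in these data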;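 note: peak over basal fluorescence ratio from a 100 s FLIPR kinetic read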
An asterisk follows results filed as active.

What do the screens show for `CCC(=O)Nc1c(-c2ccccc2)c(=O)c2ccccc2n1C`?
MEKK2 mut-MEK5: 0; OXTR potentiator: -7; MEKK2wt PB1 HTS: 99; M18AAP inhibitor: -5; GalR3 antag: -4; GPR7 antagonist: -8; NALP1 yeast inh: 9; V1aR counter: -0.2; OXTR ag: -1.7

Results for CC(=O)C1[C@H](N(C)C)CC2C3CC=C4CC(O)CC[C@]4(C)C3CC[C@@]21C (stereo partly drawn) ?
MEKK2 mut-MEK5: 0; OXTR potentiator: -6; MEKK2wt PB1 HTS: 104; M18AAP inhibitor: -4; GalR3 antag: -2; GPR7 antagonist: -10; NALP1 yeast inh: 31; V1aR counter: 1.4; OXTR ag: 3.4

Results for C=C(C)Cn1c(NCCC)nc2c1c(=O)n(C)c(=O)n2C ?
MEKK2 mut-MEK5: -6; OXTR potentiator: 0; MEKK2wt PB1 HTS: 81; M18AAP inhibitor: -5; GalR3 antag: 8; GPR7 antagonist: -2; NALP1 yeast inh: 15; V1aR counter: 1.2; OXTR ag: -0.2

Results for CC(=O)Oc1ccc(C(=O)[C@H]2[C@H]3C(=O)N(c4cccc5ccccc45)C(=O)[C@H]3[C@@H]3C=CC=NN32)cc1 ?
MEKK2 mut-MEK5: 0; OXTR potentiator: -10; MEKK2wt PB1 HTS: 101; M18AAP inhibitor: 5; GalR3 antag: 5; GPR7 antagonist: -1; NALP1 yeast inh: 0; V1aR counter: 0.9; OXTR ag: 0.6

Results for C[N+]1(C)CCC(OC(=O)C(O)(c2ccccc2)C2CCCC2)C1 (stereo not drawn) ?
MEKK2 mut-MEK5: 1; OXTR potentiator: 0; MEKK2wt PB1 HTS: 106; V1aR counter: -0.2; OXTR ag: -0.4

How did O=C(O)CCC/C=C\C[C@@H]1[C@@H](/C=C/[C@@H](O)COc2cccc(Cl)c2)[C@H](O)C[C@@H]1O do in these assays?
MEKK2 mut-MEK5: 3; OXTR potentiator: -5; MEKK2wt PB1 HTS: 102; M18AAP inhibitor: -7; GalR3 antag: -1; GPR7 antagonist: -4; NALP1 yeast inh: 24; V1aR counter: 2.1; OXTR ag: 2.5

What do the screens show for `O=C(O)CCC(=O)c1c[nH]c2ccccc12`?
MEKK2 mut-MEK5: -3; OXTR potentiator: 3; MEKK2wt PB1 HTS: 94; M18AAP inhibitor: -2; GalR3 antag: -5; GPR7 antagonist: -9; NALP1 yeast inh: 7; V1aR counter: -0.2; OXTR ag: 1.1

Results for CC(=O)Nc1ccc(NC(=O)CN(c2cccc(C)c2)S(C)(=O)=O)cc1 ?
MEKK2 mut-MEK5: 5; OXTR potentiator: 3; MEKK2wt PB1 HTS: 107; M18AAP inhibitor: 6; GalR3 antag: -5; GPR7 antagonist: 8; NALP1 yeast inh: -18; V1aR counter: 0.3; OXTR ag: 0.9

Results for COc1ccc(CC2(C)OC(c3ccc(C)cc3)=NN2C(C)=O)cc1 (stereo not drawn) ?
MEKK2 mut-MEK5: 2; OXTR potentiator: -4; MEKK2wt PB1 HTS: 102; M18AAP inhibitor: -7; GalR3 antag: -12; GPR7 antagonist: -10; NALP1 yeast inh: 51; V1aR counter: 2.3; OXTR ag: -2.0

What do the screens show for `CC(C)Oc1cc(NC(=O)CS(=O)CC(=O)Nc2cccc(C(F)(F)F)c2)c(Cl)cc1Cl` (stereo not drawn)?
MEKK2 mut-MEK5: 2; OXTR potentiator: -6; MEKK2wt PB1 HTS: 109; M18AAP inhibitor: -5; GalR3 antag: -9; GPR7 antagonist: -1; NALP1 yeast inh: 16; V1aR counter: 1.7; OXTR ag: -0.6

What do the screens show for `Cc1noc(C)c1COC(=O)c1ccc(S(=O)(=O)N2CCCCC2)cc1`?
MEKK2 mut-MEK5: -5; OXTR potentiator: -10; MEKK2wt PB1 HTS: 97; M18AAP inhibitor: -10; GalR3 antag: -5; GPR7 antagonist: 15; NALP1 yeast inh: -21; V1aR counter: 2.0; OXTR ag: 0.3

What do the screens show for `CCCc1nnc(NC(=O)c2cccc(OC)c2)s1`?
MEKK2 mut-MEK5: 1; OXTR potentiator: 0; MEKK2wt PB1 HTS: 100; M18AAP inhibitor: -6; GalR3 antag: -5; GPR7 antagonist: 3; NALP1 yeast inh: 33; V1aR counter: 0.3; OXTR ag: 0.1

What do the screens show for `COC(=O)Cn1cnc2c(cnn2-c2ccc(OC)cc2)c1=O`?
MEKK2 mut-MEK5: 4; OXTR potentiator: 6; MEKK2wt PB1 HTS: 106; M18AAP inhibitor: -1; GalR3 antag: -8; GPR7 antagonist: -3; NALP1 yeast inh: -1; V1aR counter: 1.2; OXTR ag: 0.4

Results for CCOC(CNC(=O)c1cc(C)nn1-c1ccccc1)OCC ?
MEKK2 mut-MEK5: 3; OXTR potentiator: -2; MEKK2wt PB1 HTS: 105; M18AAP inhibitor: -3; GalR3 antag: -6; GPR7 antagonist: -4; NALP1 yeast inh: -1; V1aR counter: -0.6; OXTR ag: -1.3

What do the screens show for `Cc1ccc(S(=O)(=O)Nc2cc(C(F)(F)F)ccc2N2CCOCC2)cc1C`?
MEKK2 mut-MEK5: -2; OXTR potentiator: -17; MEKK2wt PB1 HTS: 99; M18AAP inhibitor: -9; GalR3 antag: -8; GPR7 antagonist: 13; NALP1 yeast inh: 13; V1aR counter: 0.1; OXTR ag: -1.6

Results for c1cc(-c2noc(CC3CCCCC3)n2)ccn1 ?
MEKK2 mut-MEK5: 0; OXTR potentiator: -3; MEKK2wt PB1 HTS: 103; M18AAP inhibitor: 2; GalR3 antag: 2; GPR7 antagonist: 1; NALP1 yeast inh: 9; V1aR counter: 0.4; OXTR ag: -0.4

How did CN(C)C(=O)c1cc(Cl)ccc1Sc1cc(Cl)ccc1Cl do in these assays?
MEKK2 mut-MEK5: 1; OXTR potentiator: -14; MEKK2wt PB1 HTS: 101; M18AAP inhibitor: 11; GalR3 antag: 4; GPR7 antagonist: -4; NALP1 yeast inh: 17; V1aR counter: -1.8; OXTR ag: -2.4

How did CC(=O)Nc1nc(C)c(Oc2cccc(C(F)(F)F)c2)c(=O)[nH]1 do in these assays?
MEKK2 mut-MEK5: 1; OXTR potentiator: -5; MEKK2wt PB1 HTS: 96; M18AAP inhibitor: -4; GalR3 antag: -2; GPR7 antagonist: -6; NALP1 yeast inh: 18; V1aR counter: -0.3; OXTR ag: -0.9

Results for O=C(COc1ccc(Cl)cc1Cl)N1CCCCCC1 ?
MEKK2 mut-MEK5: -3; OXTR potentiator: -3; MEKK2wt PB1 HTS: 94; M18AAP inhibitor: -2; GalR3 antag: -5; GPR7 antagonist: 0; NALP1 yeast inh: 11; V1aR counter: -1.1; OXTR ag: -1.8

Results for CCOC(=O)n1cc(-c2cnc(CNC(=O)C(C)(c3ccccc3)c3ccccc3)o2)c2ccccc21 ?
MEKK2 mut-MEK5: 2; OXTR potentiator: -5; MEKK2wt PB1 HTS: 95; M18AAP inhibitor: -1; GalR3 antag: -2; GPR7 antagonist: 6; NALP1 yeast inh: 16; V1aR counter: 0.0; OXTR ag: -0.1

Results for Fc1ccc(NCc2n[nH]c(=S)n2Cc2ccccc2)cc1 ?
MEKK2 mut-MEK5: 0; OXTR potentiator: -15; MEKK2wt PB1 HTS: 112; M18AAP inhibitor: 14; GalR3 antag: -8; GPR7 antagonist: -6; NALP1 yeast inh: -11; V1aR counter: 3.5; OXTR ag: 2.0

Results for O=C(CN1CCN(C2CCCCC2)CC1)Nc1ccccc1N1CCCCC1 ?
MEKK2 mut-MEK5: 3; OXTR potentiator: -1; MEKK2wt PB1 HTS: 109; M18AAP inhibitor: -1; GalR3 antag: -13; GPR7 antagonist: 3; NALP1 yeast inh: 19; V1aR counter: -1.2; OXTR ag: -2.6

Results for N#Cc1cc(-c2ccccc2)oc1NC(=O)c1ccccc1 ?
MEKK2 mut-MEK5: 2; OXTR potentiator: -15; MEKK2wt PB1 HTS: 101; M18AAP inhibitor: -4; GalR3 antag: 1; GPR7 antagonist: 0; NALP1 yeast inh: 29; V1aR counter: 0.0; OXTR ag: 0.2

Results for FC(F)(F)c1ccccc1CNCc1ccc2c(c1)OCO2 ?
MEKK2 mut-MEK5: 1; MEKK2wt PB1 HTS: 107; M18AAP inhibitor: -11; GalR3 antag: -11; GPR7 antagonist: -7; NALP1 yeast inh: 12

What do the screens show for `CN1CCc2c(sc(NC(=O)CS(=O)(=O)c3ccc(F)cc3)c2C(N)=O)C1`?
OXTR potentiator: 2; GalR3 antag: -3; V1aR counter: 1.5; OXTR ag: 0.3

How did CCOc1ccccc1N(CC(=O)OC)S(=O)(=O)c1ccccc1 do in these assays?
MEKK2 mut-MEK5: 6; OXTR potentiator: -8; MEKK2wt PB1 HTS: 121; M18AAP inhibitor: -1; GalR3 antag: -3; GPR7 antagonist: 8; NALP1 yeast inh: 11; V1aR counter: -1.8; OXTR ag: -2.4

What do the screens show for `Cc1nn(-c2ccccc2)c(N)c1Sc1ccccc1[N+](=O)[O-]`?
MEKK2 mut-MEK5: 0; OXTR potentiator: -7; MEKK2wt PB1 HTS: 99; M18AAP inhibitor: 8; GalR3 antag: -3; GPR7 antagonist: 0; NALP1 yeast inh: 29; V1aR counter: 1.9; OXTR ag: 3.0

What do the screens show for `O=C(Nc1ccc(O)cc1)N1CCOCC1`?
MEKK2 mut-MEK5: -3; OXTR potentiator: -9; MEKK2wt PB1 HTS: 102; M18AAP inhibitor: -2; GalR3 antag: -5; GPR7 antagonist: 4; NALP1 yeast inh: 0; V1aR counter: 2.2; OXTR ag: -0.5

How did Nc1nnnn1/N=C/c1ccc(F)cc1 do in these assays?
MEKK2 mut-MEK5: -3; OXTR potentiator: -9; MEKK2wt PB1 HTS: 97; M18AAP inhibitor: -11; GalR3 antag: 1; GPR7 antagonist: 14; NALP1 yeast inh: 21; V1aR counter: 0.1; OXTR ag: -0.6

Random excerpt: two records from the list, in no set order.
Results for C[N+]1(C)CCC(OC(=O)C(O)(c2ccccc2)C2CCCC2)C1 (stereo not drawn) ?
MEKK2 mut-MEK5: 1; OXTR potentiator: 0; MEKK2wt PB1 HTS: 106; V1aR counter: -0.2; OXTR ag: -0.4

What do the screens show for `CC(C)Oc1cc(NC(=O)CS(=O)CC(=O)Nc2cccc(C(F)(F)F)c2)c(Cl)cc1Cl` (stereo not drawn)?
MEKK2 mut-MEK5: 2; OXTR potentiator: -6; MEKK2wt PB1 HTS: 109; M18AAP inhibitor: -5; GalR3 antag: -9; GPR7 antagonist: -1; NALP1 yeast inh: 16; V1aR counter: 1.7; OXTR ag: -0.6

Compound activity: PubChem BioAssay, several laboratories
